# Screening data from PubChem.
# pPAFAH inh: pPAFAH enzyme inhibitors, primary screen, biochemical, fluorescence polarization, human | AID 463082, 2010 | recombinant pPAFAH, FP-rhodamine probe fluorescence polarization | Platelet-activating factor acetylhydrolase (Homo sapiens), Q13093 | hit rate 1.5% among 330,000 | inhibition, % at 3.39 µM;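 active = inhibition above the mean inhibition across the screen plus 3 SD, cut at about 25% in these data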;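 note: inhibitors block binding of the rhodamine activity-based probe so polarization drops; 0% = enzyme with DMSO and 100% = wells lacking pPAFAH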
# Target sequence (Q13093 whole entry, looked up): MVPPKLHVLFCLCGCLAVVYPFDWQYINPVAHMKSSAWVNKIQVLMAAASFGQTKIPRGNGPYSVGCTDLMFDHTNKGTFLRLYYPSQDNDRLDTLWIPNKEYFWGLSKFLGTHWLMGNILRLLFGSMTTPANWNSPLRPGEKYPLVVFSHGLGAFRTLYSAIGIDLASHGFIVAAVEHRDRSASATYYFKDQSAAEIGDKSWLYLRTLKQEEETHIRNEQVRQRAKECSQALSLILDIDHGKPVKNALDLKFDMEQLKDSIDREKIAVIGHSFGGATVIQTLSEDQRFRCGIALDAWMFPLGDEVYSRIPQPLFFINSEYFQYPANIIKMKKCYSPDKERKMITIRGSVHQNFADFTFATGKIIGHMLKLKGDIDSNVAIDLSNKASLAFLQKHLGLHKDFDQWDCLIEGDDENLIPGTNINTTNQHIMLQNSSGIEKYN
# PAFAH2 inh: PAFAH2 enzyme inhibitors, primary screen, biochemical, fluorescence polarization, human; Platelet-activating factor acetylhydrolase 2, cytoplasmic (Homo sapiens), Q99487; recombinant PAFAH2, FP-rhodamine activity probe; inhibition, % at 3.39 µM; hit rate 0.99% among 340,000;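 active = inhibition above the mean over all tested compounds plus 3 SD, cut at about 30% in these data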;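 note: inhibitors block probe labeling of enzyme so polarization drops; 0% = enzyme with DMSO and 100% = wells lacking PAFAH2 protein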
# PAFAH1B2 FP inh: PAFAH1B2 enzyme inhibitors, primary screen, biochemical, fluorescence polarization, human | Platelet-activating factor acetylhydrolase IB subunit alpha2 (Homo sapiens), P68402 | recombinant PAFAH1B2, FP-rhodamine activity probe | inhibition, % at 3.39 µM | hit rate 1.2% among 340,000;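 active = inhibition above the mean of all tested compounds plus 3 SD, cut at about 24% in these data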;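 note: 0% = enzyme with DMSO and 100% = wells lacking PAFAH1B2; many of its hits are not listed in these tables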
# Target sequence (P68402 whole entry, looked up): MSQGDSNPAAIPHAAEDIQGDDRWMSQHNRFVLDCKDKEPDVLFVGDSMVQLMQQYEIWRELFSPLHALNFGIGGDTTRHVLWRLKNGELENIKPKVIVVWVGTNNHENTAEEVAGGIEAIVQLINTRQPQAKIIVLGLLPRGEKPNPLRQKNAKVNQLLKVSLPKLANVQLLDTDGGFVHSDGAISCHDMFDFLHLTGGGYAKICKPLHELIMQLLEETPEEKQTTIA
# PAD4 FP inh: human PAD4 inhibitors, primary screen, biochemical, fluorescence polarization, 1536-well format; Protein-arginine deiminase type-4 (Homo sapiens), Q9UM07; recombinant PAD4, RCA probe fluorescence polarization; inhibition, % at 6.36 µM; hit rate 0.41% among 330,000;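 active = percent inhibition above a cutoff equal to the mean of all tested compounds plus 3 SD, cut at about 15% in these data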;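 note: 0% = PAD4 with RCA probe and DMSO and 100% = probe without PAD4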
# PAFAH1B3 FP inh: PAFAH1B3 enzyme inhibitors, primary screen, biochemical, fluorescence polarization, human. Platelet-activating factor acetylhydrolase IB subunit alpha1 (Homo sapiens), Q15102. recombinant PAFAH1B3, FP-rhodamine probe. inhibition, % at 3.39 µM. hit rate 0.28% among 340,000;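 active = inhibition above the screen-wide average of all tested compounds plus 3 SD, cut at about 25% in these data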;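 note: 0% = enzyme with DMSO only and 100% = wells lacking PAFAH1B3 protein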
# Target sequence (Q15102 whole entry, looked up): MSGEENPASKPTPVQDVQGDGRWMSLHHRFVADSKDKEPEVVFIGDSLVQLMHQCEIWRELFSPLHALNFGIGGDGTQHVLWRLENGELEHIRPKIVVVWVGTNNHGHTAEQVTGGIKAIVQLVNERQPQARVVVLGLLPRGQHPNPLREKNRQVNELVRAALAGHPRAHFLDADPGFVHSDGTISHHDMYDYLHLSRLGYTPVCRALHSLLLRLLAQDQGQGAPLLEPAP
# PREPL inhibitor: PREPL enzyme inhibitors, primary screen, biochemical, fluorescence polarization | inhibition, % at 5.96 µM | Prolyl endopeptidase-like (Homo sapiens), Q4J6C6 | recombinant PREPL, fluorescence polarization activity-based probe | hit rate 0.68% among 320,000; in the data active = inhibition above about 43%;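 note: 0% = enzyme with DMSO and 100% = wells lacking enzyme; many of its hits are not listed in these tables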
# The depositor's hits bear a star; · = not tested or not shown.
mol,pPAFAH inh,PAFAH2 inh,PAFAH1B2 FP inh,PAD4 FP inh,PAFAH1B3 FP inh,PREPL inhibitor
C[C@]12CCC3C(CC[C@H]4C[C@@H](O)CC[C@]34C)C1C[C@@H](O)C2=O (stereo partly drawn),-1,·,·,-2,·,3
C=C1C(O)[C@@H]2O[C@]3(CC[C@H](/C=C/C(C)[C@@H]4CC(C)=CC5(O[C@H](C[C@@](C)(O)C(=O)O)CCC5O)O4)O3)CC[C@H]2O[C@@H]1C(O)CC(C)[C@H]1OC2(CCCCO2)CCC1C (stereo partly drawn),2,·,·,2,·,0
CC[C@H]1CN2CCC1C[C@@H]2[C@@H](O)c1ccnc2ccc(OC)cc12 (stereo partly drawn),·,15,2,·,15,·
O=C1NC(=S)SC1=Cc1ccc(N(CCCl)CCCl)cc1,·,9,28*,·,6,·
CS(=O)(=O)CCN1CC2CCCC(C2)C1,·,13,8,·,6,·
CC(=O)C1CCC2C3C(N4CC4)CC4=CC(=O)CCC4(C)C3CCC12C (stereo not drawn),·,-1,3,·,12,·
Cc1ccc(CN2CCC3CCC(C3)C2)c(O)c1 (stereo not drawn),·,5,6,·,3,·
CC(CC(C#N)(c1ccccc1)c1ccccc1)N1CCOCC1 (stereo not drawn),·,-4,5,·,7,·
O=c1c2ccccc2nc(Cc2ccccc2)n1-c1ccccc1,·,8,5,·,10,·
CCC(=O)Nc1ccc(Cl)c(Cl)c1,·,-6,-1,·,8,·
CN1C(=O)N(C)C(=O)C(NS(=O)(=O)c2ccc(N)cc2)(c2ccccc2)C1=O,·,-2,0,·,7,·
N=c1sccn1Cc1ccccc1F,·,0,5,·,12,·
CC(CC(C)(C)N1CC1)=NNC(=O)Nc1cccc2ccccc12,·,3,2,·,3,·
Cc1cccc(-n2c(O)c(C)c(=O)[nH]c2=S)c1,·,2,9,·,2,·
CN=C1CN(O)C(c2ccccc2)c2cc(Cl)ccc2N1 (stereo not drawn),·,1,0,·,0,·
O=C1NC(=S)NC(=O)C1=Cc1cccn1-c1ccc(O)cc1,·,25,6,·,5,·
CN1CCN(Cc2c(F)cccc2Cl)CC1,·,7,2,·,16,·
Cc1cc(N(CCCl)CCCl)ccc1C=NNC(=O)c1cccnc1,·,4,8,·,3,·
O=C1NC(=S)NC(=O)C1Cc1ccccc1O,·,0,6,·,4,·
CC(CCN1CC1)=NNC(=O)Nc1cccc2ccccc12,·,-1,0,·,11,·
COP(=S)(OC)Oc1ccc(SC)c(C)c1,·,0,7,·,-10,·
CCOP(=S)(OCC)SCSP(=S)(OCC)OCC,·,1,0,·,14,·
CCOC(=O)[C@]12Cc3cc4c(cc3[C@H]1N(Cc1ccccc1)C(=O)c1ccccc12)OCO4,·,1,-4,·,-5,·
CCOP(=O)(Nc1ccc2c(c1)C(=NNC(N)=S)c1ccccc1-2)OCC,·,10,4,·,14,·

# As a short view, some entries already given.
mol,pPAFAH inh,PAFAH2 inh,PAFAH1B2 FP inh,PAD4 FP inh,PAFAH1B3 FP inh,PREPL inhibitor
CN1C(=O)N(C)C(=O)C(NS(=O)(=O)c2ccc(N)cc2)(c2ccccc2)C1=O,·,-2,0,·,7,·
N=c1sccn1Cc1ccccc1F,·,0,5,·,12,·
CC(CC(C)(C)N1CC1)=NNC(=O)Nc1cccc2ccccc12,·,3,2,·,3,·
Cc1cccc(-n2c(O)c(C)c(=O)[nH]c2=S)c1,·,2,9,·,2,·
CN=C1CN(O)C(c2ccccc2)c2cc(Cl)ccc2N1 (stereo not drawn),·,1,0,·,0,·
O=C1NC(=S)NC(=O)C1=Cc1cccn1-c1ccc(O)cc1,·,25,6,·,5,·
CN1CCN(Cc2c(F)cccc2Cl)CC1,·,7,2,·,16,·
Cc1cc(N(CCCl)CCCl)ccc1C=NNC(=O)c1cccnc1,·,4,8,·,3,·
O=C1NC(=S)NC(=O)C1Cc1ccccc1O,·,0,6,·,4,·
CC(CCN1CC1)=NNC(=O)Nc1cccc2ccccc12,·,-1,0,·,11,·
COP(=S)(OC)Oc1ccc(SC)c(C)c1,·,0,7,·,-10,·
CCOP(=S)(OCC)SCSP(=S)(OCC)OCC,·,1,0,·,14,·

# Additional entries
mol,pPAFAH inh,PAFAH2 inh,PAFAH1B2 FP inh,PAD4 FP inh,PAFAH1B3 FP inh,PREPL inhibitor
Cc1ccc(N)cc1Cl,·,2,-3,·,5,·
CC12C=CC(=O)C=C1CCC1C2C(=O)CC2(C)C(=O)CCC12 (stereo not drawn),·,2,2,·,10,·
COCC(=O)N1Cc2ccccc2-n2nncc2C1,·,2,6,·,5,·
COc1ccc(OC)c(NP(=O)(Oc2ccccc2)Oc2ccccc2)c1,·,3,2,·,7,·
O=C1NC(=O)C(C2CCCCCC2)C(=O)N1,·,-3,2,·,-5,·
CC(Cc1ccccc1)N(C)CC1C(=O)C2CCC1C2 (stereo not drawn),·,5,5,·,3,·
COc1cc2oc(=O)c(CC(=O)N3C[C@H]4C[C@@H](C3)c3cccc(=O)n3C4)c(C)c2cc1Cl,·,1,3,·,-1,·
CC1CN(c2ccccn2)C(C)CN1C(=O)C(O)(c1ccccc1)c1ccccc1 (stereo not drawn),·,-4,2,·,6,·
O=C1C(Cc2cnc[nH]2)NC(=S)N1c1ccccc1 (stereo not drawn),·,5,8,·,3,·
O=Cc1c(C(=O)O)n(Cc2ccc(F)cc2Cl)c2ccccc12,·,0,6,·,8,·
O=C1CC23c4ccccc4N4C(=O)CC5OCC=C6CN1C2CC6C5C43 (stereo not drawn),·,6,8,·,9,·
CC(C)CN(CC(C)C)C(=O)C1C2c3ccccc3C(c3ccccc32)C1C(=O)O (stereo not drawn),·,2,4,·,2,·

# Next section.
molecule | pPAFAH inh | PAFAH2 inh | PAFAH1B2 FP inh | PAD4 FP inh | PAFAH1B3 FP inh | PREPL inhibitor
CN(C)CC1Oc2ccccc2OC1(O)c1ccccc1 (stereo not drawn) | · | -3 | 1 | · | -2 | ·
COc1cc(C2c3cc(O)c(OC)cc3CC3C(=O)OCC32)ccc1O (stereo not drawn) | · | 3 | 9 | · | -2 | ·
COc1ccc(C(=O)C2CCCN(Cc3ccc(F)cc3F)C2)cc1F (stereo not drawn) | · | 6 | 9 | · | 5 | ·
CC12CCC(O)CC1CCC1C2CCC2(C)C(C3=CC(=O)OC3)C(O)CC12O (stereo not drawn) | · | 3 | 2 | · | 6 | ·
c1ccc(C(c2ccccc2)c2ccncc2)cc1 | · | -16 | 10 | · | 10 | ·
CC1=C(N2CC2)C(=O)C(CO)=C(N2CC2)C1=O | · | 3 | 1 | · | 9 | ·
COC(COC(N)=O)C1=C(N2CC2)C(=O)C(C)=C(N2CC2)C1=O (stereo not drawn) | · | -3 | 3 | · | 9 | ·
COC(=O)C1=C(C(=O)OC)SC2(S1)C(C(=O)OC)=C(C(=O)OC)Sc1c2ssc1=O | · | 3 | 1 | · | 20 | ·
c1ccc(CNC2CCCCCCC2)cc1 (tested in a mixture with another compound) | · | 2 | 2 | · | 1 | ·
CCN(CCCl)c1cc(CN(C)C)cc(NC(=O)c2ccc(C(=O)Nc3cc(CN(C)C)cc(N(CC)CCCl)c3)cc2)c1 | · | 2 | 2 | · | 0 | ·
CCC1(C)OC(c2ccccc2)=C/C(=C/C=C2C(=O)NC(=O)NC2=O)O1 (stereo not drawn) | · | -151 | -112 | · | -152 | ·
CC1=CC(O)C(O)C2(C)C1CC1OC(=O)C(O)C3C(C)C(O)C4(O)OCC13C42 (stereo not drawn) | · | 4 | 3 | · | 10 | ·
CC(=O)OC1CC(OC2C(O)CC(OC3C(O)CC(OC4CCC5(C)C(CCC6C5CCC5(C)C(C7=CC(=O)OC7)CCC65O)C4)OC3C)OC2C)OC(C)C1OC1OC(CO)C(O)C(O)C1O (stereo not drawn) | · | 1 | 2 | · | 3 | ·
O=C1NC(=O)C(CCOc2ccccc2)(CCc2ccccc2)C(=O)N1 | · | 11 | 4 | · | 2 | ·
COC1C(O)C(C)OC(OC2C(Oc3cccc4c(O)c5c(=O)oc6ccc(C)c7c(=O)oc(c34)c5c67)OC(C)C(O)C2O)C1O (stereo not drawn) | · | -3 | 5 | · | 16 | ·
CCCCCCCCCCOC(=O)CCN1CC1 | · | 5 | -1 | · | -2 | ·
CCCCC1(CC)COP(=O)(OCC(Cl)(Cl)Cl)OC1 (stereo not drawn) | · | 3 | 22 | · | -1 | ·
C[C@]12CCC(=O)C=C1CC[C@@H]1[C@@H]2CC[C@@]2(C)[C@H]1CC[C@]2(C)O | · | 2 | -7 | · | -6 | ·
CC1=CC2OC3CC4OC(=O)C=CC=CC(=O)OCCC(C)C(O)C(=O)OCC2(CC1)C4(C)C31CO1 (stereo not drawn) | · | -5 | 3 | · | 7 | ·
COc1ccc(CN2Cc3cnnn3-c3ccccc3C2C#N)cc1 (stereo not drawn) | · | -7 | 6 | · | 2 | ·
CCCC1(CC(C)C)C(=O)NC(=S)NC1=O | · | -4 | 2 | · | 10 | ·
COc1ccc(NC2Oc3cc4c(cc3C(c3cc(OC)c(OC)c(OC)c3)C2C)OCO4)cc1 (stereo not drawn) | · | -7 | 2 | · | 9 | ·
Cc1c(P(=S)(c2ccccc2)c2ccccc2)[n+]2ccccc2n1C | · | 0 | -1 | · | 5 | ·
CC1CCCCC12C(=O)NC(=O)NC2=O (stereo not drawn) | · | -2 | 6 | · | 2 | ·
NC1=NC(=O)N2CC12 (stereo not drawn) | · | -2 | -2 | · | 2 | ·
C=Cc1cc(OC)c2c(c1)c(=O)oc1c2cc(OC)c2c(O)ccc(C3OC(C)C(O)C(C)(O)C3O)c21 (stereo not drawn) | · | 1 | 3 | · | 3 | ·
COc1ccc(CN(CCc2c[nH]c3ccccc23)Cc2ccc(OC)cc2)cc1 | · | 4 | -5 | · | 7 | ·
CN(C)c1ccc(C=C2C(=O)NC(=S)NC2=O)cc1 | · | 1 | 5 | · | 5 | ·
NC(=O)c1ccc(N)nc1 | · | 0 | 1 | · | 16 | ·
S=P(N1CCOCC1)(N1CC1)N1CC1 | · | 3 | 1 | · | 7 | ·
Cc1nnc2ccc(N3CCN(C)CC3)nn12 | · | 3 | 3 | · | 5 | ·
CC(C)CCC1(CCO)C(=O)NC(=S)NC1=O | · | 7 | 1 | · | 2 | ·
Cc1ccc(N)cc1C | · | -4 | -2 | · | -2 | ·
O=C(N1CCCCCC1)N1CC1 | · | -8 | 1 | · | -4 | ·
Cc1cc(C(=O)OCC(=O)Nc2ccccc2F)c(C)n1C1CC1 | · | 3 | -1 | · | 9 | ·
Cc1cc(N(CCCl)CCCl)ccc1C=NNC(=O)Cc1cc(=O)oc2cc(O)ccc12 | · | -2 | 15 | · | 20 | ·
COCOC1CCC2C3CCC4=CC(=O)CCC4=C3C=CC12C (stereo not drawn) | · | 7 | 1 | · | 6 | ·
COC1=CC(=O)OC(CCc2ccc3c(c2)OCO3)C1 (stereo not drawn) | · | 6 | 2 | · | 8 | ·
O=[N+]([O-])c1c(Cl)c(Cl)c(Cl)c(Cl)c1Cl | · | 12 | 6 | · | 8 | ·

# An excerpt (hit frequency here may not be typical).
